Source: PubChem
CAL PDZ FP-1: CAL PDZ (human) peptide binding inhibition; Q9HD26; purified CAL PDZ, TMR-peptide fluorescence polarization, 1 h; inhibition, % at 24.9 µM; 300,000 compounds, 0.92% hits; AID 602252;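 active means mean inhibition of at least 30% with at least half of replicates also reaching 30%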;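 further: 0% = DMSO neutral control and 100% = excess unlabeled competitor peptide PRC23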
NSD2 inh: NSD2 (human) methyltransferase inhibition; O96028; NSD2 peptide methylation, AlphaScreen, 120 min; inhibition, % at 12.5 µM; 310,000 compounds, 0.54% hits; in the data active means inhibition above about 50%
Target sequence (O96028 whole entry, looked up): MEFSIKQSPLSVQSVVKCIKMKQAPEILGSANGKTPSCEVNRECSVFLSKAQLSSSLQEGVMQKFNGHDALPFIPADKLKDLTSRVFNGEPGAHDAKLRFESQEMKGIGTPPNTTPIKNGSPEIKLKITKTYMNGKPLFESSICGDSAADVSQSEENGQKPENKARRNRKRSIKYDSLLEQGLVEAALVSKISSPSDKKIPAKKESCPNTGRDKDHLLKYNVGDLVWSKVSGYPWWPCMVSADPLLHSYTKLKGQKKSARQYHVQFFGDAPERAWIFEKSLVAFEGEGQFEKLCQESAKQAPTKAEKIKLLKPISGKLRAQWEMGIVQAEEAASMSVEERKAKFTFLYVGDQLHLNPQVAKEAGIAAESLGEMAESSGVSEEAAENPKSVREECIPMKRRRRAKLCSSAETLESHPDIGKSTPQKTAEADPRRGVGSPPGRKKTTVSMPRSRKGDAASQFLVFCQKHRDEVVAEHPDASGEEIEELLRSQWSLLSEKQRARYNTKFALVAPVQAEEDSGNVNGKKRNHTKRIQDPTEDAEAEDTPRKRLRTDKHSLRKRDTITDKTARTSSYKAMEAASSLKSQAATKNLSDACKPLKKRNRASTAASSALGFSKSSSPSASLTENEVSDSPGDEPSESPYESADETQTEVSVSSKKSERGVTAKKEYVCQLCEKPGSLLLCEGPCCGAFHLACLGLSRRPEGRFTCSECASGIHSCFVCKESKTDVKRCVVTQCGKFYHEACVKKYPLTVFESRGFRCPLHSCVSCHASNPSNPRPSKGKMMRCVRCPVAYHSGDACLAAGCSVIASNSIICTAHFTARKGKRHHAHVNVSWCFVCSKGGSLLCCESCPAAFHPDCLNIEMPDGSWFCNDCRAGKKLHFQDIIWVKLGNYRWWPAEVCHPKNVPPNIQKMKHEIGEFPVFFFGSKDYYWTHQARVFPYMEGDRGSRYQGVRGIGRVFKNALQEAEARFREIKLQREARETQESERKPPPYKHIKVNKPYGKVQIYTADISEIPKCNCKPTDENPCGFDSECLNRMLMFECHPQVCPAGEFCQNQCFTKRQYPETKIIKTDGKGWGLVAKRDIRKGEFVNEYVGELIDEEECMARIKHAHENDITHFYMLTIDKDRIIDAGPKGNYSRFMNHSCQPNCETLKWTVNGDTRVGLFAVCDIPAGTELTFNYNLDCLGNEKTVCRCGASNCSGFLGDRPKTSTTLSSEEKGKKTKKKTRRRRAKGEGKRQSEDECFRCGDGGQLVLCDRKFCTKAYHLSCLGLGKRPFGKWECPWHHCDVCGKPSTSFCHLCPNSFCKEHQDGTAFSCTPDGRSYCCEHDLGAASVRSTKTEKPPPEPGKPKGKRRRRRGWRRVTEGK
V-ATPase pH: yeast V-ATPase proton transport regulation by pHLuorin; 350,000 compounds, 0.37% hits; S. cerevisiae, pHLuorin cytosolic pH fluorescence; response, % at 10 µM; in the data active means response mostly above about 7.3%, no sharp cut-off; inactive means mostly below about 5.4%; further: actives read high; inactives centre near 0; some compounds called inactive have numbers as strong as hits; reference of the scale not given here
CAL PDZ FP-2: human CAL PDZ-peptide interaction inhibition; 330,000 compounds, 0.02% hits; Q9HD26; inhibition, % at 20 µM; purified CAL PDZ, TMR-peptide fluorescence polarization, 1 h; AID 504414;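 active means highest replicate inhibition of at least 40%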;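 further: plate controls were DMSO neutral control wells for no effect and unlabeled competitor peptide control wells for full effect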
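Material: tagged CAL PDZ domain; buffer or medium: 25 mM sodium phosphate pH 7.4, 150 mM NaCl, TCEP, IgG, Thesit; compound dosing: single point, 20 µM; schedule: 1 h incubation at room temperature before polarization reading; measured by: FP readout, S and P plane fluorescence; read-out basis: percent inhibition from loss of millipolarization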
C-LANA FP: blocks KSHV LANA C-terminal domain binding to DNA; MBP-C-LANA/FAM-LBS DNA binding, fluorescence polarization; inhibition, % at 9 µM; 340,000 compounds, 0.078% hits; AID 504423;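 active means highest replicate inhibition at or above 60% at 9 µM, even if other replicates fall short; inactive means all replicates below 60% inhibition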;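 further: 0% = neutral control wells and 100% = 4 µM acridine orange control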
DSG3 Ab inh: inhibitors of pemphigus antibody binding to human desmoglein-3; binding (percent of control), % at 10 µM; AID 588358; P32926; 310,000 compounds, 0.48% hits; DSG3-coupled beads, scFv-anti-DSG3-GFP binding, flow cytometry; active compounds read low;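 active means binding more than 3 SD below its plate's average and above zero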;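 further: hits lower antibody fragment binding to DSG3; some compounds called inactive have numbers as strong as hits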
Keap1-Nrf2 PPI: inhibitors of human Keap1-Nrf2 protein-protein interaction | Q14145 | Keap1 Kelch-Nrf2 peptide fluorescence polarization, 1536-well | inhibition, % at 9.4 µM | 340,000 compounds, 0.15% hits; in the data active means inhibition above about 12%;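 further: human Keap1 Kelch domain with fluorescein labeled Nrf2 9mer peptide probe; 0% = neutral control wells and 100% = peptide positive control; higher means more block of Keap1 binding to Nrf2 peptide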
Cardiac RTF inh: cardiac RTF calcium desensitization; P19429+P45379; IANBD-labeled cardiac RTF, Ca2+ fluorescence; 340,000 compounds, 0.12% hits; inhibition, % at 7.15 µM; AID 493244;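 active means inhibition above the mean inhibition of all tested compounds plus 3 SD, cut at about 17% in these data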;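 further: assay run at fixed EC70 calcium of 1.6 mM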
DAGLB inh: diacylglycerol lipase beta (human) inhibition; Q8NCG7; 340,000 compounds, 0.059% hits; inhibition, % at 5.17 µM; HEK293T DAGLB membrane lysate, EnzChek fluorogenic substrate; in the data active means inhibition above about 34%;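 further: 0% = enzyme with vehicle and 100% = wells lacking enzyme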
Arrestin-AP2 inh: blocks beta-arrestin peptide binding to AP2 adaptin | inhibition, % at 10 µM | 340,000 compounds, 0.31% hits | FITC-arrestin peptide / GST-AP2 beads, flow cytometry; AP2 beta2 appendage carries R879A mutation | AID 504490;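 active means inhibition above a set limit, near 3 SD of compounds lacking own fluorescence, cut at about 54% in these data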;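 further: plate controls were DMSO wells for no effect and 5 µM unlabelled arrestin peptide for full effect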
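System: GST-AP2 R879A glutathione beads; medium: PBS, Tween 20 0.05%, BSA 0.1%; reagent: fluorescein-tagged arrestin peptide at 50 nM final; schedule: pre-incubation 12 min, peptide binding 1 h, room temperature; detection: flow cytometry, FL1 (488/535 nm); read-out: inhibition as reduced fluorescein signal on beads, percent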
Numbers without * were called inactive; / = not tested or not shown. The list is partial, so the mix of outcomes need not match the whole.

SMILES	CAL PDZ FP-1	NSD2 inh	V-ATPase pH	CAL PDZ FP-2	C-LANA FP	DSG3 Ab inh	Keap1-Nrf2 PPI	Cardiac RTF inh	DAGLB inh	Arrestin-AP2 inh
COCCNCCCOc1ccc(Br)cc1Cl	0	9	1	-1.3	0.9	58	-6	-10	2	-4
N#Cc1c(NC(=O)CSc2nc3ccccc3s2)sc2c1CCCC2	-8	5	-2	0.0	-0.7	119	-1	7	-6	29
C=CC[n+]1c(-c2ccc(OCC)cc2)csc1NNC(=O)Nc1ccccc1	-2	-2	4	-1.3	-3.5	123	-8	-13	-6	-4
CCOC(=O)[C@@H]1[C@H]2COc3cc(OC)ccc3[C@H]2N2C(=O)N(c3ccc(C(F)(F)F)cc3)C(=O)[C@@]12C	-2	/	-4	0.7	-0.8	107	-1	-3	-6	27
CC(=O)C1CCC2C3CCC4CC(=O)CCC4(C)C3C(C)(O)CC12C (stereo not given)	-4	-4	3	0.3	-0.4	100	-2	11	1	9
CCCCSc1nnc2c(n1)OC=Nc1ccccc1-2	1	1	-3	-2.2	-0.7	101	-5	-2	-3	2
CC(OC(=O)CN1C(=O)C2CCCCC2C1=O)C(=O)Nc1ncc(Cl)cc1Cl (stereo not given)	1	-5	1	-0.5	1.3	98	2	-2	-2	7
CCOC(=O)COc1cc(O)c2c(=O)cc(-c3ccccc3)oc2c1	-4	-1	12*	0.8	-2.0	97	2	5	-3	3
COc1ccccc1/C=C/CN1CCCC(CCC(=O)NCc2ccc(F)c(F)c2)C1 (stereo not given)	-4	-1	-1	-4.1	0.0	105	-4	-14	0	-5
c1ccc(-c2nc3ccccc3c3nncn23)cc1	0	1	0	-2.3	0.0	110	-1	-27	-2	4
C/C(=C(\C#N)C(=O)NCCCN1CCOCC1)N(C)C	-7	-1	2	-1.7	-1.8	118	-2	2	-4	-6
CCc1c(C)nc2ncnn2c1N1CCC(C(=O)Nc2cccc(C(C)=O)c2)CC1	-6	2	-1	/	0.7	100	-1	0	0	-5
O=C(NNC(=O)c1ccncc1)Nc1cccc([N+](=O)[O-])c1	-5	16	-3	-1.6	1.8	98	0	1	1	-9
N#C/C(=C/c1ccc(OCc2ccccc2)cc1)C(=O)NC1CCCCC1	-5	1	-2	-4.1	0.7	101	-3	7	-2	0
CCOC(=O)C1=C(C)Nc2ccccc2N/C1=N\S(=O)(=O)c1ccccc1	-2	15	-1	-2.5	-1.2	105	-3	-3	8	-4
COC(=O)CCCCCNc1ccc(C(=O)OC)cc1N	/	3	5	-1.2	0.6	102	2	-10	-5	4
Cn1c(SCC(=O)NC(c2ccccc2)c2ccccc2)nnc1-c1cccs1	2	-3	3	-2.8	-1.1	103	1	1	-2	21
NC(=O)C1CCN(CC(=O)Nc2ccc3c(c2)OCCO3)CC1	-3	-1	1	0.1	0.0	101	-3	-2	-2	36
CCOC(=O)/C(C#N)=C/c1cn(CCC(=O)O)nc1-c1ccc(Br)cc1	-4	0	4	-2.5	2.7	100	6	-12	3	-10
CCOC(=O)c1nnsc1NC(C)=O	0	-1	1	-0.8	-1.2	/	-6	1	-2	6
Cc1ccc(NC(=O)C(NS(=O)(=O)c2cccc3nsnc23)C(C)C)nc1 (stereo not given)	/	/	0	-4.9	-0.2	97	-6	-5	5	33
COc1ccc(N(CC(=O)N2CCCCC2)S(=O)(=O)c2ccccc2)c(OC)c1	-3	23	6	-2.6	0.6	109	-4	-1	0	-8
CCOC(=O)c1c(C)[nH]c(C(=O)OCc2ccc([N+](=O)[O-])cc2)c1C	1	-1	6	-2.0	-0.4	112	1	-4	-3	4
CCOc1cccc(-c2nnc3sc(-c4cc(OC)c(OC)c(OC)c4)nn23)c1	/	0	0	-0.5	0.4	98	0	-4	0	-8
CC(CCc1ccccc1)NC(=O)CSc1ccccn1 (stereo not given)	/	-5	-3	0.2	1.4	101	2	-2	0	2
COc1ccccc1NS(=O)(=O)c1cccc(C(=O)NCC(c2ccco2)N(C)C)c1 (stereo not given)	11	2	4	-3.3	-0.2	93	-5	-6	2	14
CC(=O)Nc1ccc(NC(=O)CSc2ccc(-c3cccnc3)nn2)cc1	0	-3	-1	6.5	-1.2	100	2	1	0	4
COc1ccc(N2CCN(Cc3cc4c(cc3O)CCC4)CC2)cc1	-4	10	0	-1.4	-0.9	103	-2	-3	-8	-2
Cc1ccc(CSC2=Nc3ccccc3C3=NC(CCC(=O)NCc4ccco4)C(=O)N23)cc1 (stereo not given)	4	3	-1	/	2.2	101	-3	4	-1	16
CC(C)C1C(c2ccccc2)NC(c2ccccc2)CC1(O)c1ccc(F)cc1 (stereo not given)	/	-2	1	-0.4	-0.1	109	2	-7	-9	-14
CCOCCCNc1c2c(nc3cc(-c4ccc(F)cc4)nn13)CCC2	5	-1	2	-0.6	0.1	103	1	-7	0	12
CC(C)N(C(=O)[C@H]1C[C@H](CC(=O)NCc2ccco2)C(=O)N2CCc3c([nH]c4cc(-c5ccco5)ccc34)[C@]12C)C(C)C	-1	/	0	-0.2	0.6	100	-3	-3	3	60*
O=C(CNC(=O)c1ccco1)OCc1ccccc1F	-3	40	-6	-0.1	1.7	91	-1	-5	-1	18
Cc1cc(C)n(C(=O)c2c([N+](=O)[O-])c(C)nn2C)n1	-1	16	0	0.2	1.6	99	-4	-3	0	4
COc1ccc(S(=O)(=O)NCc2cccs2)cc1	3	4	-3	-0.6	-0.5	102	-2	-6	0	3
CCC(=O)c1cn(CC(=O)OC)c2ccccc12	-5	-7	-2	-0.4	0.9	100	0	5	-1	18
O=C(NCCC1CCCCN1S(=O)(=O)c1ccccc1)C(=O)Nc1ccccc1 (stereo not given)	-4	-2	1	-0.4	-2.1	104	-4	-1	-1	25
Cc1cccc(C)c1NC(=O)CNC(=O)C(C)NC(C)c1ccccc1Br (stereo not given)	-2	2	0	-0.9	1.0	94	0	1	0	-1
CCOc1ccc(NC(=O)NCc2ccc3c(c2)OCO3)cc1	-2	-3	2	-2.9	0.8	112	-6	-2	-3	1
COc1ccccc1NC(=O)C1=C(C)Nc2nnnn2C1c1cccc(C)c1 (stereo not given)	/	/	-3	-0.2	1.9	95	-3	-2	1	-4
Cc1ccc(C2=NNC(=O)C(c3ccc(Cl)cc3)C2)cc1 (stereo not given)	0	1	-2	-1.0	0.1	101	0	-7	-3	1
O=C(Nc1ccc(F)cc1)c1cc(-c2ccccc2)no1	109*	-2	4	-0.2	-0.2	99	-6	9	0	0
S=c1nc(-c2ccco2)[nH][nH]1	-1	2	2	-1.6	-0.4	107	-4	8	1	-11
COc1ccc(C(C)C)cc1S(=O)(=O)N1CCC(C(=O)NCc2cccnc2)CC1	-2	-1	-3	-2.0	-1.8	/	2	-3	3	20
COC(=O)CSc1nc2ccc(NC(=O)c3ccccc3C(=O)N3CCOCC3)cc2s1	-2	3	0	-0.7	-1.4	105	2	-7	-2	8
Nc1ccc(OCc2ccco2)cc1	5	/	-3	-1.6	-0.8	102	-3	-1	1	20
O=C(O)C1CCCCC1C(=O)NCCCc1ccccc1 (stereo not given)	2	/	1	0.8	3.2	/	2	-2	-2	-1
O=C(O)c1ccccc1NS(=O)(=O)c1ccc(NN=Cc2cccc(Cl)c2)c([N+](=O)[O-])c1	-14	2	2	-0.3	0.8	/	0	-1	17	6
O=C(N/N=C/C1CC=CCC1)c1cc2ccccc2cc1O (stereo not given)	5	-1	4	-0.6	3.8	99	0	-11	-7	5
O=c1c2ccccc2ncn1CCCSc1ccccc1	-9	-2	-7	-0.7	-1.9	/	0	3	-6	17

(next part)
SMILES	CAL PDZ FP-1	NSD2 inh	V-ATPase pH	CAL PDZ FP-2	C-LANA FP	DSG3 Ab inh	Keap1-Nrf2 PPI	Cardiac RTF inh	DAGLB inh	Arrestin-AP2 inh
O=C(CNC(=O)c1cccc(S(=O)(=O)N2CCc3ccccc32)c1)Nc1ccc(F)c(F)c1F	-5	-1	-1	-2.9	-0.1	103	-1	-17	2	-4
O=C(NCCCNCCCNC(=O)c1ccc(/C=N/O)nc1)c1ccc(/C=N/O)nc1	/	-33	3	0.4	-2.1	105	0	-2	3	-2
CS(=O)(=O)Nc1ccccc1C(=O)NCc1ccccc1Cl	-8	-3	0	0.6	1.1	97	3	-3	2	10
C=CCN(c1ccccc1)S(=O)(=O)c1cccc(C(=O)Nc2ccc(N3CCOCC3)cc2)c1	-1	0	2	-2.6	-2.1	98	-3	-17	3	5
O=C(COc1ccc(Cl)cc1)NNC(=O)c1ccccc1C(=O)O	-4	0	8	-1.9	0.5	104	0	2	-6	-9
CSc1ccccc1OC1CCN(Cc2ccccc2)CC1	-1	9	-3	0.0	0.3	108	5	-16	-11	4
CCOc1ncccc1C(=O)OCC(=O)N(CC(C)C)c1c(N)n(Cc2ccccc2)c(=O)[nH]c1=O	-3	0	-1	-1.8	0.7	103	5	1	1	-6
COc1ccc(CCNC(=O)Nc2cccs2)c(OC)c1	-4	2	-2	-0.6	-5.5	88	2	-11	-9	19
COc1ccc(C(=O)NCc2ccccc2)cc1S(=O)(=O)N1CCCc2ccccc21	-2	-21	1	-1.6	2.8	81	0	1	2	-11
CNc1cccccc1=S	1	3	1	-0.7	5.9	/	3	-6	0	29
CN(C)S(=O)(=O)c1cccc(NC(=O)c2ccc(OC(F)(F)F)cc2)c1	-1	-3	-2	-0.7	0.7	96	-3	-13	-3	6
Cc1ccc(-n2nnnc2C(Cl)(Cl)c2nnnn2-c2ccc(C)cc2)cc1	-2	/	1	-2.2	2.0	106	-8	-4	1	-20
CCC(Sc1nc(-c2ccccc2)c(C#N)c(=O)[nH]1)C(=O)Nc1nnc(C)s1 (stereo not given)	-5	0	-4	-2.8	-0.4	115	-1	-4	5	33
O=C(Nc1ccc(O)c(C(=O)O)c1)c1ccc2c(c1)C(=O)N(CC1CCCO1)C2=O (stereo not given)	-3	-5	2	-1.9	-0.3	106	4	1	1	-11
C/C(N)=C(/C#N)C(=O)COc1ncnc2ccccc12	-5	2	-1	-0.1	-0.8	/	2	4	-1	0

Complete entries as entered above. Order of screens: CAL PDZ FP-1	NSD2 inh	V-ATPase pH	CAL PDZ FP-2	C-LANA FP	DSG3 Ab inh	Keap1-Nrf2 PPI	Cardiac RTF inh	DAGLB inh	Arrestin-AP2 inh
Entry for C/C(N)=C(/C#N)C(=O)COc1ncnc2ccccc12 → -5	2	-1	-0.1	-0.8	/	2	4	-1	0
Entry for O=C(Nc1ccc(O)c(C(=O)O)c1)c1ccc2c(c1)C(=O)N(CC1CCCO1)C2=O (stereo not given) → -3	-5	2	-1.9	-0.3	106	4	1	1	-11
Entry for CN(C)S(=O)(=O)c1cccc(NC(=O)c2ccc(OC(F)(F)F)cc2)c1 → -1	-3	-2	-0.7	0.7	96	-3	-13	-3	6
Entry for Cc1ccc(-n2nnnc2C(Cl)(Cl)c2nnnn2-c2ccc(C)cc2)cc1 → -2	/	1	-2.2	2.0	106	-8	-4	1	-20
